From PubChem BioAssay
KCNH2 3.1 inh: KCNH2 3.1 (human) potassium channel inhibition; U2OS KCNH2 3.1, thallium flux FluxOr; hits give low values; AID 720553; activity change, % (tested at about 1.8 µM); 340,000 compounds, 0.95% hits;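 active = maximum activity change below -70%; inconclusive = maximum activity change from -70% to -50%; inactive = maximum activity change above -50%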;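 also: thallium influx rate constant from kinetic fluorescence after stimulation buffer; % is scaled to controls: 0 for no effect and ±100 for the full control effect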
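Measured as rate of thallium-driven FluxOr signal in transduced U2OS cells carrying the 3.1 channel, read kinetically for 2 min upon stimulation; values are rate constants scaled to DMSO control wells.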
TRPV1 ag: activates the human vanilloid receptor TRPV1. Q8NER1. TRPV1-expressing cells, Fluo-8 calcium influx, agonist mode. activation, % at 8.33 µM. 320,000 compounds, 0.19% hits. AID 540275; in the data active = activation above about 80%; inconclusive = between about 30% and that limit; also: 0% is about no effect
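TRPV1-expressing cells were cultured overnight at 35.5C and loaded with Fluo-8 calcium dye for 40 to 90 min at room temperature. After a 10 s baseline, compound was added and calcium influx was read kinetically for 3 min (ex 480/em 520 nm).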
KCNH2 WT inh: KCNH2 (human, wildtype) channel inhibition. Q12809. U2OS, BacMam KCNH2, thallium flux FluxOr; hits give low values. activity change, % at 1.84 µM. 340,000 compounds, 0.37% hits;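 active = maximum activity change below -70%; inconclusive = maximum activity change between -70% and -50%; inactive = maximum activity change above -50%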; also: % is scaled to controls: 0 for no effect and ±100 for the full control effect
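U2OS cells were transduced with wild-type KCNH2 virus (2.03 x 10^8 / mL) for 4 h at room temperature, then cultured overnight at 37 C. Thallium flux was read with FluxOr dye. Rate constants were normalized to DMSO controls.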
AT treatment: potential ataxia-telangiectasia treatment | Potency, µM (doses to about 57.5 µM), inactives show top-dose activation, most hits filed as activators | […] A-T fibroblasts, KAP-1 phosphorylation AlphaLISA; neocarzinostatin DNA damage 30 min before lysis | 320,000 compounds, 0.19% hits; also: potency is read from the fitted curve at half-maximal effect; % of control where 0% means no effect; nearly all actives have a fitted effect of over 45% in size
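hTERT-immortalized A-T patient fibroblasts ([…]), 500 cells/well in OPTI-MEM, 1% FBS, got compounds for 60 min, then NCS for 30 min at 37C. Lysates were then assayed for phospho-KAP-1 by AlphaLISA (anti-pKAP1 donor, anti-KAP1 acceptor beads), 6 hr at 25C.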
Coupling enz: inhibits coupling enzyme system, counter-screen for aldolase hits; coupling enzyme system counterscreen, AmpLite Red fluorescence; activity change, negative = inhibition, % at 58.2 µM, hits read low; 290,000 compounds, 0.67% hits; AID 2472; in the data active = activity change below about -30%; also: % is scaled to controls: 0 for no effect and ±100 for the full control effect
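Counterscreen of the coupled detection system alone, without aldolase: glyceraldehyde-3-phosphate coupling enzymes plus AmpLite Red readout. Compounds at 57.5 uM final, 10 min RT preincubation, 20 min RT reaction, fluorescence 525/598 nm.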
a7 integrin act: activators of alpha7 integrin expression for muscular dystrophy; alpha7betagal myoblasts, beta-gal FDG fluorescence, 48 h; Potency, µM (top dose mostly 38.3 µM), inactives show at the top dose activation, most hits filed as activators; 350,000 compounds, 0.064% hits; AID 624291;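 also: potency is read from the fitted curve at half-maximal effect; 100% = response of the positive control SU9516; nearly all actives have a fitted effect of over 60% in size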
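alpha7betagal+/- myoblasts (passage 13, 250/well) treated 48 h at 37C with compounds at 1:260 dilution of DMSO stock. Lysed, then beta-galactosidase activity read as FDG fluorescence (ex 480/em 540) after 30 min, with pre-read for autofluorescence.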
MBNL1 CUG block: inhibitors of human MBNL1 binding to CUG repeat RNA | Q9NR56 | TR-FRET MBNL1-His/biotin-(CUG)12 binding, 665/545 ratio | Potency, µM (series often up to 57.5 µM), for inactives: at the highest dose activity change, negative = inhibition, hits mostly inhibitors | 280,000 compounds, 0.036% hits | AID 2675; active = well fitted inhibition curve with a large enough effect in the signal ratio, with a control signal flat, not every such curve was filed as active; inconclusive = small, poorly fitted or top-dose-only effect, or effect the other way, or a change in a side signal; inactive = no such curve, though single readings can be large or run the other way; the % refers to the signal ratio; also: potency is read from the fitted curve at half-maximal effect; % is scaled to controls: 0 for no effect and ±100 for the full control effect
Target sequence (Q9NR56 whole entry, looked up): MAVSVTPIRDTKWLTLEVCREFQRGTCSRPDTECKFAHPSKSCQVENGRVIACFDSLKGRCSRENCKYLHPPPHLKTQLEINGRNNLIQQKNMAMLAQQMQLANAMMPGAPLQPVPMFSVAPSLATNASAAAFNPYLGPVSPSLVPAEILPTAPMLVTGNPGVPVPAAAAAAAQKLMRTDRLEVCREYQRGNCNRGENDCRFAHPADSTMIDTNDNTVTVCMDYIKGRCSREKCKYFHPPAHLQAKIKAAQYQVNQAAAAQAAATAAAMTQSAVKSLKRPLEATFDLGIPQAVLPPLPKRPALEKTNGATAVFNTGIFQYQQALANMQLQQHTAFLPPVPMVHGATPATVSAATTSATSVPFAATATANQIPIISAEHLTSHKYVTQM
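TR-FRET between His-tagged MBNL1 and biotin-(CUG)12 RNA, detected with Tb anti-His antibody (0.055 ng/ul) and streptavidin-XL665 (5 nM), 60 min at room temperature. Compounds titrated 92 nM to 58 uM; 665/545 nm ratio normalized to buffer and complex controls.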
S-ASM inh: blocks human secretory acid sphingomyelinase. P17405. placental ASM, HMU-PC fluorogenic substrate, 60 min. 340,000 compounds, 0.006% hits. Potency, µM (top dose mostly 57.5 µM), for the others: at the top dose activity change, negative = inhibition, hits mostly inhibitors. AID 504937; also: potency is read from the fitted curve at half-maximal effect
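Human placenta-derived ASM enzyme was preincubated with compound for 10 minutes at room temperature, then given fluorogenic substrate HMU-PC0 (9 uM final) for 60 minutes at 37 °C; a pH 10 stop preceded fluorescence reading at Ex 386/Em 447 nm.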
GALK inhibitor: blocks human galactokinase activity; P51570; Purified GALK, Kinase-Glo residual ATP luminescence; Potency, µM (titrated, usually from 57.5 µM), inactives show top-dose activity change, negative = inhibition, actives largely listed as inhibitors; 270,000 compounds, 0.007% hits; AID 1868; also: potency is read from the fitted curve at half-maximal effect; % is scaled to controls: 0 for no effect and ±100 for the full control effect
Target sequence (P51570 whole entry, looked up): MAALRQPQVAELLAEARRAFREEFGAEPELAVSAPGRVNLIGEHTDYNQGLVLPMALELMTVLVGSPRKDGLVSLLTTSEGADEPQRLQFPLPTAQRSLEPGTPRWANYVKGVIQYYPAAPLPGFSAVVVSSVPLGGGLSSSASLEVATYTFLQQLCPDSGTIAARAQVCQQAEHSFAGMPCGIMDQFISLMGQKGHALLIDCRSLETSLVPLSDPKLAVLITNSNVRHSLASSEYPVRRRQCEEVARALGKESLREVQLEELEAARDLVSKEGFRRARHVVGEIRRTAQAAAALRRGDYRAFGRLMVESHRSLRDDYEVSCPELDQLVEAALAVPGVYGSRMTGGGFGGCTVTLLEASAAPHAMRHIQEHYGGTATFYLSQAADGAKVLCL
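Compounds were pin-transferred into ATP buffer (35 uM final), then GALK plus galactose (5 nM, 100 uM final) was added. After 1 h at room temperature, Kinase-Glo Plus was added and luminescence read after 10 min.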
MLL CXXC-DNA inh: blocks binding of human MLL CXXC domain to DNA. Q03164. MLL-CXXC / FITC-HOXA9 DNA fluorescence polarization. Potency, µM (series often up to 115 µM), inactives show at the top dose activity change, negative = inhibition, most hits filed as inhibitors. 290,000 compounds, 0.037% hits; active = well fitted inhibition curve with a large enough effect in the polarisation, with a control signal flat, not every such curve was filed as active; inconclusive = small, poorly fitted or top-dose-only effect, or effect the other way, or a change in a side signal; inactive = no such curve, though single readings can be large or run the other way; the % refers to the polarisation; also: potency is read from the fitted curve at half-maximal effect
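Steps: dispense CXXC domain solution (7 uM) → pin compounds or unlabeled HOX-A9 DNA control → 5 min ambient → add FLSN-HOX-A9 solution (50 nM) → spin → 30 min ambient → fluorescence polarization. Tris pH 7.5/NaCl/DTT/BSA buffer.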
The depositor's hits bear a star; ? = inconclusive; / = no result given; [ ] = dose if it differs, or a comment. Unless noted, calls follow the shape of the dose curve; as a rule, active = well fitted curve in the direction sought with a large enough effect; inconclusive = small, poorly fitted or top-dose-only effect, or another doubt; inactive = no such curve, though single readings can be large; an effect the other way counts as inactive or inconclusive.

SMILES	KCNH2 3.1 inh	TRPV1 ag	KCNH2 WT inh	AT treatment	Coupling enz	a7 integrin act	MBNL1 CUG block	S-ASM inh	GALK inhibitor	MLL CXXC-DNA inh
CN(Cc1ccno1)Cc1cn(Cc2ccccc2)nc1-c1ccc2c(c1)OCO2	-95*	-4	-14	3%	-7	0%	-7%	6%	6%	-5%
O=C(Nc1cccc([N+](=O)[O-])c1)c1ccc2nsnc2c1	-16	30	-5	-18%	/	1%	?	-2%	-8%	-3%
CCCc1ccc(OCc2nc(-c3ccc(NC(=O)c4cccs4)cc3)no2)cc1	28	-5	-3	0%	5	-53%[inhibitor]	5%	0%	1%	6%
Cc1cccc(CSc2ncccc2C(=O)O)c1	5	0	-87*	-8%	1	-15%	-9%	7%	/	0%
O=S(=O)(Nc1ccc(Cl)nn1)c1ccccc1	-5	2	-2	-1%	-1	4%	2%	9%	15%	-1%
CC1CCc2c(nc3ncnn3c2N2CCN(c3ccccc3F)CC2)C1 (stereo not drawn)	-10	4	-1	1%	2	20%	-1%	-1%	0%	-4%
COc1ccccc1N1CC(C(=O)Nc2ccc(S(=O)(=O)N3CCOCC3)cc2)CC1=O (stereo not drawn)	-10	0	-4	-1%	6	-7%	-9%	-1%	-2%	-7%
COC(=O)CN(C#N)c1nc(NCc2ccccc2)nc(OC)n1	-17	-4	-13	20%	0	-22%	-7%	-1%	-1%	51%[activator]
Cc1ccc(-n2c(C)c(C)c3c(N)ncnc32)cc1	-9	-2	-7	-2%	-6	-2%	-6%	-5%	-1%	6%
O=C(NNC(=O)C12CC3CC(CC(C3)C1)C2)[C@@H]1C[C@H]1c1ccccc1	3	25	-2	-3%	1	9%	-3%	5%	-1%	7%
Cc1nc(SCC(=O)N(C)C2CCCCC2)[nH]c(=O)c1Cc1ccccc1	11	4	0	-6%	0	6%	-11%	-1%	0%	2%
CCCNC(=O)CN1C(=O)NC(CCSC)C1=O (stereo not drawn)	7	0	-5	-4%	3	-28%	/	5%	-3%	-2%
CC(=O)Nc1cc2c(cc1NC(=O)Cn1nc(-c3ccc(F)cc3)ccc1=O)OCCO2	-19	3	-1	-4%	0	7%	1%	3%	0%	1%
CC1=NOC(=O)/C1=C/c1ccc(O)c(Br)c1	7	0	?	-14%	9	0%	1%	-2%	-13%	-5%
O=C1C(Cl)=C(NCCc2ccccc2)C(=O)c2ccccc21	-13	/	-2	/	/	-71%[inhibitor]	/	-12%	/	/
COC(=O)c1[nH]c2ccc(F)cc2c1NC(=O)Nc1ccc(OC)cc1	-50	-4	-2	4%	2	-10%	-8%	53%[activator]	0%	4%
CC(CC(=O)N1CCN(S(=O)(=O)c2ccc(Cl)cc2)CC1)n1cncn1 (stereo not drawn)	4	1	-9	2%	1	9%	0%	-2%	-2%	-3%
COc1cc(C2C(C#N)=C(N)N(N(C)C)C3=C2C(=O)CCC3)cc(OC)c1OC (stereo not drawn)	-6	2	6	9%	-2	6%	-1%	3%	1%	43%[activator]
CCc1sc(N)nc1-c1ccccc1	-15	13	3	-6%	-1	6%	-16%	3%	0%	4%
Cc1cc(C(=O)Nc2sc(C)c(C)c2C#N)no1	-2	0	-8	-4%	4	13%	2%	-1%	-3%	-3%
O=C(c1cc2ccccc2oc1=O)N(c1ccccc1)C1C=CS(=O)(=O)C1 (stereo not drawn)	4	1	4	4%	2	-40%[inhibitor]	-8%	2%	0%	-5%
CCOC(=O)c1c(NC(=S)N2CCOCC2)sc(C)c1C	-3	-3	9	-6%	0	-25%	-3%	-5%	5%	8%
COc1ccc(CCC(=O)OCC(=O)Nc2ccc(C)c(S(=O)(=O)N(C)C)c2)cc1	-15	5	-4	-2%	0	8%	0%	-11%	-2%	-2%
N#Cc1c2c(c(NCc3cccnc3)n3c1nc1ccccc13)CCC2	6	1	-4	10%	-14	18%	23%	/	-1%	22%
CCN(CC)S(=O)(=O)c1ccc(C(=O)N2CCCCC2)cc1	1	3	-3	-1%	4	2%	0%	2%	1%	16%

Going on with the list.
SMILES	KCNH2 3.1 inh	TRPV1 ag	KCNH2 WT inh	AT treatment	Coupling enz	a7 integrin act	MBNL1 CUG block	S-ASM inh	GALK inhibitor	MLL CXXC-DNA inh
CC(N=c1ccccn1C(=O)Nc1ccc(Cl)cc1)c1ccco1 (stereo not drawn)	-14	-2	-6	8%	-4	14%	-25%	2%	2%	-6%
COC(=O)c1ccccc1NC(=O)CN(Cc1ccccc1)S(C)(=O)=O	-15	2	-2	0%	2	-13%	-7%	0%	0%	-8%
CCN(C(=O)CSc1nc(C)nc2sc(C)c(C)c12)c1ccc(F)cc1	-5	5	-2	-1%	/	26%	/	0%	/	/
O=C(COC(=O)[C@@H]1CC(O)CN1S(=O)(=O)c1ccc2c(c1)OCCO2)Nc1cc(F)ccc1F (stereo partly drawn)	-5	/	-4	7%	/	17%	/	2%	/	/
Nc1c(C(=O)O)sc2nc3c(cc12)CCCC3	15	0	-3	1%	0	-5%	4%	7%	-2%	3%
Nc1nnc(SCC(=O)Nc2sc3c(c2C(=O)c2ccccc2)CCCC3)s1	-12	25	-10	-7%	-3	-19%	/	-11%	0%	13%
N#Cc1cc2c(N)c(C(=O)Nc3ccccc3)sc2nc1N	/	15	/	0%	3	/	73%[activator]	/	0%	6%
CC1CC(C)CN(C(=O)COC(=O)C2CCN(S(=O)(=O)c3ccc4c(c3)OCCO4)CC2)C1 (stereo not drawn)	20	15	-1	-3%	/	7%	/	-1%	/	/
CN(C)S(=O)(=O)c1ccc(NC(=O)c2ccncc2)cc1	-4	1	-25	-3%	3	-18%	-11%	1%	2%	-3%
CCN1CCCC1CNC(=O)Cn1cnc2ccc(S(=O)(=O)N3CCC(C)CC3)cc2c1=O (stereo not drawn)	-28	16	-9	-6%	3	0%	-5%	0%	-1%	-4%
Cc1ccc(S(=O)(=O)c2cc3c(=O)n4ccccc4nc3n(Cc3ccco3)c2=N)cc1C	-6	0	-6	11%	3	-10%	9%	187%[activator]	-1%	-13%
O=C(Nc1cccc(C(F)(F)F)c1)Nc1ccon1	3	19	11	0%	-3	?	-14%	-1%	4%	?
O=[N+]([O-])c1ccc(NC(=S)N2CCc3ccccc32)cc1	-23	-8	-5	-10%	/	30%	?	-19%	-7%	-11%
Cc1ccc(OCCC(=O)OCC(=O)Nc2cc(S(=O)(=O)N(C)C)ccc2C)cc1	-2	0	1	4%	-1	18%	-2%	-2%	7%	-6%
CC1CCN(c2ccc(-c3ccc(NC(=O)C(F)(F)F)cc3)nn2)CC1	-1	-3	-3	1%	0	-1%	8%	3%	0%	-3%
CCOC(=O)C1=C(COC(=O)c2cccnc2SC)NC(=O)NC1C (stereo not drawn)	4	/	9	3%	/	29%	/	1%	/	/
COC(=O)c1c(NC(=O)c2ccccc2[N+](=O)[O-])sc2c1CC(C)(C)NC2(C)C	5	-6	-1	-3%	5	-18%	/	-1%	-2%	3%
C=CCNC(=O)CSc1nc2sccc2c(=O)n1-c1ccccc1	2	-1	2	4%	0	-5%	?	-14%	9%	9%
Cc1ccnc(SCc2cn3c(C)cc(C)nc3n2)n1	-1	2	-1	-8%	0	-31%	-10%	1%	13%	-2%
CC(=O)N1CCN(S(=O)(=O)c2cccc(C(=O)Nc3ccc(OC(F)F)cc3)c2)CC1	-6	?	-5	5%	-2	0%	-5%	6%	-2%	-1%
O=C(c1ccco1)N(Cc1ccc([N+](=O)[O-])cc1)c1ccc(Cl)cc1	1	-2	9	11%	7	-3%	?	-4%	0%	-9%
C[C@H]1O[C@@H](O[C@H]2CC[C@@]3(C)C(CC[C@]4(C)C3C=CC3=C5CC(C)(C)CC[C@]5(CO)[C@H](O)C[C@]34C)[C@]2(C)CO)[C@H](O)[C@@H](O[C@@H]2O[C@H](CO)[C@@H](O)[C@H](O)[C@H]2O)[C@H]1O (stereo partly drawn)	-5	/	-7	5%	/	5%	/	-14%	/	/
O=C(O)C(Cc1ccccc1)Nc1ccc([N+](=O)[O-])cc1[N+](=O)[O-] (stereo not drawn)	-6	-1	15	2%	-6	12%	?	-4%	-2%	-2%
CSc1ccc(/C=C2/C(=N)N3N=C(CC(=O)N4CCCC4)SC3=NC2=O)cc1	30	1	-15	-10%	/	13%	-4%	8%	-1%	-6%
COc1ccc(S(=O)(=O)N(CC(=O)NCCSc2ccccn2)c2ccccc2)cc1	-8	12	-2	-1%	2	-1%	0%	-4%	-2%	1%
CCc1ccc(NC(=O)CCCN2C(=S)NC(C)(C)CC2C)cc1 (stereo not drawn)	-1	17	-4	-5%	0	0%	2%	5%	11%	-1%
